Fam108B inh – mouse Fam108B serine hydrolase inhibitors, primary screen, counter-screen for RBBP9 inhibitor project, biochemical, fluorescence polarization | recombinant Fam108B, FP-Rh probe fluorescence polarization | inhibition, % at 9.51 µM | hit rate 0.33% among 300,000 | AID 1947, 2009;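 active means inhibition above the screen mean inhibition plus 3 SD, computed separately per campaign, cut at about 18% in these data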;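 further: inhibitors lower polarization as less probe binds the enzyme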
Efflux pump mplx – inhibitors of Candida efflux pumps in yeast, primary screen, S. cerevisiae, Nile Red, multiplex | hit rate 0.44% among 330,000 | inhibition, % at 10 µM | S. cerevisiae Candida pump triplex | AID 485275, 2010;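 active means plate passing quality check with inhibition over a set limit, or well fluorescence over plate mean plus 4 SD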;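 further: Nile Red retained in pooled yeast measured as flow cytometry median fluorescence; 0% = buffer negative control and 100% = Enniatin B positive control; higher means more Nile Red kept so more efflux inhibition; some compounds called inactive have numbers as strong as hits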
MCL1-BIM inh – inhibitors of MCL1 binding to BIM-BH3, primary screen, biochemical, fluorescence polarization; GST-MCL1 / FITC-Bim-BH3 fluorescence polarization; hit rate 0.68% among 320,000; Induced myeloid leukemia cell differentiation protein Mcl-1 (Homo sapiens), Q07820; inhibition, % at 10.9 µM;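 active means inhibition above the mean inhibition of all tested compounds plus 3 SD, set per campaign, cut at about 40% in these data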;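 further: 0% = DMSO wells and 100% = unlabeled Bim-BH3 peptide control; higher means more loss of mP so more displacement of Bim peptide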
Bcl-xL primary – inhibitors of human Bcl-xL, primary screen, biochemical, fluorescence polarization, HTS | Bcl-2-like protein 1 (Homo sapiens), Q07817 | GST-Bcl-xL / FITC-Bim BH3 peptide fluorescence polarization | inhibition, % at 10.9 µM | hit rate 0.7% among 320,000;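 active means inhibition above the mean of all tested compounds plus 3 SD, cutoff set per campaign, cut at about 30% in these data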;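 further: 0% = DMSO wells and 100% = unlabeled Bim-BH3 peptide competitor; inhibitors lower millipolarization by displacing the labeled peptide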
Target sequence (Q07817 whole entry, looked up): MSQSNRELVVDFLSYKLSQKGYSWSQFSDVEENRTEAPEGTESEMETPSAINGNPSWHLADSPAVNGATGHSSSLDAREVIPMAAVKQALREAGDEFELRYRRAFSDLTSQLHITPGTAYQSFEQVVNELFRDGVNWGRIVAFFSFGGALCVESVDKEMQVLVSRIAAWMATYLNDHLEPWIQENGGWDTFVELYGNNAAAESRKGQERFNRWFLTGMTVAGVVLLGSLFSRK
CR mimetic SO – reduction of superoxide in aged yeast, primary screen, HTS. S. cerevisiae aged cells, superoxide DHE fluorescence; active compounds read low. superoxide response (% of plate mean), % at 10 µM. hit rate 0.18% among 330,000. AID 2690, 2010;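 active means superoxide response under a set limit, about three screen SD below normal, cut at about 65% in these data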;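 further: yeast aged for seven days with compound at 30 °C before DHE staining; 100% = average MFI of all compound-treated wells on the plate with controls excluded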
MEX-5 binding – MEX-5 zinc finger RNA-binding disruptors – biochemical, C. elegans, fluorescence polarization, MLPCN library, primary screen | MEX-5/FITC-TCR2 RNA binding; active compounds read low | Zinc finger protein mex-5 (Caenorhabditis elegans), Q9XUB2 | hit rate 0.38% among 300,000 | AID 1832, 2009 | activity score (negative = inhibition of binding), % at 10 µM;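 active means inhibition past about -25% in most replicates, and total fluorescence under double the plate's negative control median, limit read from the data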;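 further: 0% = DMSO and -100% = 5 µM competing unlabeled TCR2 RNA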
GLD-1 RNA inh – GLD-1/TGE RNA complex disruptors, primary screen, biochemical, fluorescence polarization | inhibition, % at 5.96 µM | hit rate 0.44% among 320,000 | purified GLD-1 + fluorescein TGE RNA;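 active means percent inhibition above a per-plate cutoff, the plate mean of test compounds plus 3 SD, cut at about 30% in these data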;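 further: 0% = DMSO wells with GLD-1 and probe and 100% = wells lacking GLD-1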
Target sequence (Q17339 whole entry, looked up): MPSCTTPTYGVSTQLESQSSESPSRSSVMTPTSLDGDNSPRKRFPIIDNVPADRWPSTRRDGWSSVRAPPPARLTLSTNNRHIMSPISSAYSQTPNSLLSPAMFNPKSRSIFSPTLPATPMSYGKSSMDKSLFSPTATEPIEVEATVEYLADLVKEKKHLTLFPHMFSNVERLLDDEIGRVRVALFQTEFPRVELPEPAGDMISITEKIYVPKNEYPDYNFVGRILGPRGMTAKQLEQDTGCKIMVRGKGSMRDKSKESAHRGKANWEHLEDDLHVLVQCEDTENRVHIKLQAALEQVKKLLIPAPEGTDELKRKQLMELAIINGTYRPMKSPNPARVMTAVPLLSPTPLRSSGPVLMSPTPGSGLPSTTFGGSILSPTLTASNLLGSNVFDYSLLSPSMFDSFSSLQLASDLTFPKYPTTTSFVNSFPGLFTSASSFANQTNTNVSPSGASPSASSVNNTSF
EBNA-1 inh – EBNA-1 DNA-binding inhibitors, primary screen, biochemical, fluorescence polarization; inhibition, % at 14.8 µM; hit rate 0.34% among 300,000; AID 1950, 2009; in the data active means inhibition above about 28%
ZTA DNA inh – counter-screen for EBNA-1 inhibitors: inhibitors of Epstein-Barr virus ZTA. P03206. ZTA-DNA binding, fluorescence polarization. inhibition, % at 11 µM. hit rate 0.15% among 320,000. AID 2234; in the data active means inhibition above about 33%
Target sequence (P03206 whole entry, looked up): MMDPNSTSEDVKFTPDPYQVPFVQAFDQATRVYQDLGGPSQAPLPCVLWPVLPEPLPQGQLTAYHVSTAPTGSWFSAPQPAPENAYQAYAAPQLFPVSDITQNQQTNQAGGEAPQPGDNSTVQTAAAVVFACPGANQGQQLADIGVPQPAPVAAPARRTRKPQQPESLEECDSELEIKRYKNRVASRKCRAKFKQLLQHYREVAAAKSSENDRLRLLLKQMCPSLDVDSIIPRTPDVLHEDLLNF
* = called active by the depositor; / = no result given.

SMILES	Fam108B inh	Efflux pump mplx	MCL1-BIM inh	Bcl-xL primary	CR mimetic SO	MEX-5 binding	GLD-1 RNA inh	EBNA-1 inh	ZTA DNA inh
Cc1ccc(NC(=S)N(CCCN2CCOCC2)Cc2cccnc2)cc1C	4	0.0	4	-2	85	-0.2	7	9	11
O=C(Nc1nc(-c2cccs2)cs1)C1=COCCO1	-1	-0.1	-3	-3	104	-0.3	3	3	13
Cc1cc(C)nc(N/N=C/c2ccc([N+](=O)[O-])o2)n1	1	0.1	0	3	141	-9.6	-1	-5	-5
O=C(O)/C=C/c1ccc2ccccc2n1	0	-0.1	6	6	93	-0.5	0	4	-11
O=c1cc(CSc2nnc(COc3ccc(Cl)cc3)o2)c2ccccc2[nH]1	-4	-0.1	2	1	95	-2.2	13	-4	-14
Nc1cccc(C(=O)Nc2cccc3ncccc23)c1	4	0.1	1	0	88	-2.2	2	-10	-14
O=C(COC(=O)C1CCN(S(=O)(=O)c2cc([N+](=O)[O-])ccc2Cl)CC1)Nc1ncc(Cl)cc1Cl	2	-0.1	33	29	103	-5.2	20	4	-7
Cc1c(=O)n(OCc2ccc(Cl)cc2)c2ccccc2[n+]1[O-]	2	0.1	-5	-5	97	0.0	2	4	-16
Nn1cnnc1SC1CCCCC1NS(=O)(=O)c1ccccc1 (configuration not stated)	9	0.0	-4	-3	106	-1.3	-6	-8	11
Cc1ccc(NC(=S)NNC(=O)c2c([N+](=O)[O-])c(C)nn2C)cc1	4	0.0	15	8	98	0.6	0	7	-11
Cc1sccc1/C=N/NC(=O)c1cccc2ccccc12	-3	0.0	5	0	103	-0.2	1	4	8
Brc1ccc(OCc2nnc(SCC3CCCCC3)o2)cc1	-3	-0.1	1	3	103	-1.4	3	-2	-16
CCCN1C2=NCCN2c2cc(C)c(C)cc21	4	-0.1	6	9	102	1.0	1	-3	1
COc1ccccc1CNC(=O)c1ccccc1NC(=O)C1=C(C)OCCS1	-1	0.3	9	8	97	-1.2	7	2	-10
Cc1ccc(S(=O)(=O)N2CC(O)CC2C(=O)O)cc1 (configuration not stated)	0	-0.2	-1	-6	92	0.4	0	3	5
Cc1ccc(OCCCC(=O)N(C)CC(=O)Nc2ccccc2Cl)cc1	-5	0.1	0	5	103	-4.5	5	-2	-3
O=C(CCl)NCCCCCCCCCNC(=O)CCl	-2	0.3	4	0	80	1.8	1	-8	-4
CCCCn1c(=O)[nH]c(=O)c2c1nc(-c1ccc(-c3ccccc3Br)o1)n2CC	0	0.2	5	-5	105	-15	-10	5	1
O=C(Nc1cc(=O)c2ccccc2o1)N1CCOCC1	-6	0.2	2	4	118	-1.0	2	9	-14
CCOC(=O)C1CCCN(S(=O)(=O)c2ccc(OC)c3ccccc23)C1 (configuration not stated)	-1	-0.3	-5	3	96	-0.2	3	-17	5
Cc1cccc(-n2ncc3c(=O)[nH]c(SCC(=O)N4CC(=O)Nc5ccccc54)nc32)c1	/	0.2	5	7	97	/	7	/	7
Cc1nc(NCc2ccco2)c2c3c(sc2n1)CCC3	3	0.2	11	7	96	0.8	-2	-6	7
CCCc1cc(=O)n2[nH]c(-c3ccc(Br)cc3)cc2n1	-2	0.1	6	1	102	1.3	2	-3	4
CCCCOc1cccc(OCC(=O)Nc2nc3ccccc3[nH]2)c1	-3	-4.3	4	-3	88	6.5	-1	-4	-18
COc1ccc(CN2CCN(S(=O)(=O)c3ccccc3)CC2)c(OC)c1	0	-0.1	11	2	94	0.3	11	-7	-3
(continued)
SMILES	Fam108B inh	Efflux pump mplx	MCL1-BIM inh	Bcl-xL primary	CR mimetic SO	MEX-5 binding	GLD-1 RNA inh	EBNA-1 inh	ZTA DNA inh
CCN(CC)C(=O)CSc1nc(COc2ccccc2)nc2ccccc12	1	0.1	-2	0	101	-0.4	5	0	2
O=C(CN1CCN(S(=O)(=O)c2ccccc2)CC1)Nc1cccc(C(F)(F)F)c1	-1	0.2	0	-2	95	-1.7	-1	-12	-6
Cc1ccccc1OC(=O)n1c(=S)oc2cc(Cl)ccc21	1	-0.1	-22	-30	82	-0.5	9	9	20
COc1cc(/C=C\C(=O)NCc2ccc3c(c2)cc(C)n3C)cc(OC)c1OC	-1	0.0	5	7	106	2.5	15	3	4
CN(Cc1ccccc1)C(=O)CN1C(=O)COc2ccc(S(=O)(=O)N3CCCC3)cc21	1	0.2	4	-1	104	-1.7	0	-5	-16
Cc1cccc(CN2CCSc3sccc3C2=O)c1	4	0.1	1	6	108	0.3	1	0	11
COc1ccc2cc(OCC(=O)NNC(=O)Nc3ccc(F)cc3)ccc2c1	1	0.0	0	-6	102	1.6	-3	2	4
CCC(=O)N1CCc2cc(S(=O)(=O)NCCC(=O)N3CCN(Cc4ccccc4)CC3)ccc21	5	0.0	-4	0	102	3.7	10	0	-4
Cc1cccc(Cn2c(C(C)O)nc3ccccc32)c1 (configuration not stated)	-1	0.0	-6	5	109	-2.3	-3	-5	-13
CCn1c(-c2cc(-c3ccc(OC(C)C)cc3)nc3ccccc23)n[nH]c1=S	7	0.0	-14	-2	92	2.0	4	5	-9
Nc1ncc2c(n1)-c1cc(Cl)ccc1SC2	-14	0.6*	-7	-1	103	0.5	0	14	8
Cc1nnc(SCC(=O)Nc2ccc3c(c2)OCO3)n(N)c1=O	-3	0.0	0	6	105	0.5	-3	4	3
COc1cccc(-c2cn(C[C@H]3CC[C@@H]([C@@H]4CC[C@H](Cn5cc(-c6cccc(OC)c6)nn5)O4)O3)nn2)c1	0	-0.2	3	4	90	-1.2	-10	-5	4
C=C(C)C(=O)Nc1cccc(C2=NOC3(C2)C[C@H](C(N)=O)N(C(=O)COc2ccc(Cl)cc2)C3)c1 (some centres not stated)	-7	0.0	12	2	102	-0.6	0	-7	-10
Cc1ccc(CNC(=O)c2ccc(Cn3nc(C)cc3C)o2)cc1	3	0.0	7	1	79	2.0	-4	-5	4
CCN1C(=O)[C@H]2[C@@H](c3ccc(SC4CCCCC4)c(OC)c3)N3CCCC[C@@]3(C(=O)OC)[C@H]2C1=O	-1	/	9	6	/	-1.6	-3	-22	4
C(=C\c1ccc2ccccc2n1)/c1ccccc1	-4	0.0	6	6	85	-0.8	-3	-11	-9
Cc1noc(/C=C/N(C)C)c1S(=O)(=O)N1CCN(c2ccccc2)CC1	15	0.0	-26	-16	84	5.3	-7	1	-2
S=c1nc(-c2ccccc2)[nH]c2ccc(Br)cc12	-4	0.0	2	3	99	1.3	1	-6	9
Cc1ccccc1N=C1NC(=O)/C(=C/c2cccn2C)S1	-3	0.1	-40	-21	98	-1.5	-30	-5	0
COc1cc2ncnc(NCc3ccccc3)c2cc1OC	3	-0.2	6	2	92	3.1	1	-4	2
COc1cccc(-c2noc(CCCC(=O)Nc3ccc(C(N)=O)cc3)n2)c1	2	-0.1	3	6	101	-0.8	1	-5	-8
O=C(OCCN1C(=O)c2ccccc2C1=O)c1cc(S(=O)(=O)N2CCOCC2)ccc1F	-2	-0.1	-4	0	102	-3.1	-2	-1	-2
Cc1cccc(N2C(=O)CC(NNc3nc4ccccc4s3)C2=O)c1 (configuration not stated)	-3	0.0	9	7	91	-0.4	2	6	-1
O=C1CCc2cc(S(=O)(=O)NCCc3ccccc3)cc3c2N1CC3	-5	0.2	1	-2	100	3.7	11	-5	2
Next records.
SMILES	Fam108B inh	Efflux pump mplx	MCL1-BIM inh	Bcl-xL primary	CR mimetic SO	MEX-5 binding	GLD-1 RNA inh	EBNA-1 inh	ZTA DNA inh
COc1ccccc1N1CCN(C2CC(=O)N(c3cccc(Cl)c3)C2=O)CC1 (configuration not stated)	5	-0.1	-2	-1	98	0.9	-6	2	-20
CCCCC(=O)Nc1nnn(CCC)n1	7	-0.1	1	-1	100	0.8	-2	-4	1
CCC(OC(=O)c1cc2sccc2n1C)C(=O)NCc1ccco1 (configuration not stated)	4	0.0	0	3	124	-0.6	3	5	-7
COc1cc(/C=C2/C(=O)NN(c3ccccc3)C2=O)cc(Br)c1O	-2	0.1	-46	-27	92	6.7	-3	10	5
OCCOCCOc1ccc(-c2nn[nH]n2)cc1	4	-0.1	-3	3	84	0.1	0	-7	-6
N#C/C(=C/c1cn(CC(=O)O)c2ccccc12)C(=O)Nc1ccccc1	-1	-0.3	8	11	100	2.7	4	-7	-10
CN(C)CCn1c(COc2ccccc2)nc2ccccc21	2	0.0	-11	-4	98	-0.8	0	11	-7
CN(C)C(=O)COc1ccc2cc(-c3ccccc3)c(=O)oc2c1	3	-0.1	2	1	87	0.9	-5	15	3
CCCCOc1ccc(CN2CCCCC2)cc1	8	0.0	2	12	105	-0.2	5	-3	-4
Cc1ccc2c(c1)C(=O)CC(c1ccc3c(c1)OCCO3)O2 (configuration not stated)	0	0.2	1	1	103	-2.0	-1	-12	-15
O=C(Cc1ccsc1)NNC(=O)c1cccc(Cl)c1	-4	0.1	-1	2	101	1.5	2	11	-5
CCOC(=O)c1c(/N=C/c2cccc([N+](=O)[O-])c2O)sc(C)c1C	8	-0.1	55*	45*	113	-5.8	21	3	0
CC(C)c1nc2cc(C(=O)N(C)C3CCOCC3)ccc2o1	3	0.1	-3	-3	96	1.2	3	2	-10
CN(Cc1cccc2cnccc12)C(=O)CCc1nnc(CCc2ccccc2)o1	2	0.0	4	5	102	-0.2	6	5	-12
O=c1[nH]c(-c2ccccc2)nc(-c2ccccc2)c1Cl	-1	-0.1	4	4	90	-0.6	-1	8	9
O=C1C2=C(CCCC2)C(=O)N1CNc1ccccc1	-1	0.8	-16	-4	106	0.0	0	-13	12
CCOc1ccc(NC(=O)N2CCCC2C(=O)NCC2CCCO2)cc1 (configuration not stated)	6	1.4	-6	3	97	-0.4	-2	-4	-15
COc1ccc(OCC(=O)Nc2ccc(C)cc2)cc1	2	0.0	1	9	80	1.6	4	9	-3
Cn1nc(-c2ccccc2)cc1NC(=O)c1cccs1	-2	0.0	-4	5	106	-2.9	0	-12	1
CCCCN1C(=O)C(=O)N(CC(=O)c2cc(C)n(C3CC3)c2C)C1=O	/	0.1	3	2	117	/	7	/	-6
O=C(CSc1nccn1-c1ccccc1)N1CCc2ccccc21	-1	0.1	0	14	101	0.1	0	-5	-2
COCCNc1nnc(SCC(=O)NNC(=O)c2ccccc2)s1	1	0.0	9	6	108	-0.5	-4	-5	-5
O=C(NC1CCCCC1)c1cnn2c(C(F)(F)F)cc(-c3ccco3)nc12	3	-0.1	7	0	112	-4.2	3	-5	-9
COc1ccc(-c2noc(Cn3cc(S(=O)(=O)N4CCCC4)ccc3=O)n2)cc1	/	-0.1	33	1	105	/	-2	/	-3
Cc1ccc(-c2c(C(=O)N/N=C/c3sccc3C)nnn2-c2nonc2N)cc1	-9	-0.1	8	3	94	2.1	2	-8	-2
CCOC(=O)n1c(=O)n(Cc2ccc(F)cc2)c2ccccc21	-3	0.2	-1	-3	98	-1.2	1	-18	-8

3 entries drawn at random from those above, as already listed:
SMILES	Fam108B inh	Efflux pump mplx	MCL1-BIM inh	Bcl-xL primary	CR mimetic SO	MEX-5 binding	GLD-1 RNA inh	EBNA-1 inh	ZTA DNA inh
N#C/C(=C/c1cn(CC(=O)O)c2ccccc12)C(=O)Nc1ccccc1	-1	-0.3	8	11	100	2.7	4	-7	-10
COc1ccc(-c2noc(Cn3cc(S(=O)(=O)N4CCCC4)ccc3=O)n2)cc1	/	-0.1	33	1	105	/	-2	/	-3
CN(C)CCn1c(COc2ccccc2)nc2ccccc21	2	0.0	-11	-4	98	-0.8	0	11	-7

Source: PubChem (several laboratories)

Outcome played no part in choosing rows; overall some 2.3% were active at least once.
